KOR beta-arrestin-1 = KOR antagonists, beta-arrestin recruitment, cell-based, luminescence, uHTS (AID 1778); Kappa-type opioid receptor (Homo sapiens); KOR beta-arrestin recruitment, luminescence, antagonist mode; higher % means a stronger effect; inhibition, % at 10 µM; hits with a dose series show IC50 in µM; 0.091% of 290,000 active; further: strong numbers were not always called active
LYP phosphatase = inhibitors of LYP phosphatase, biochemical, fluorescence intensity, uHTS (AID 1779); recombinant LYP phosphatase, fluorescence intensity; higher % means a stronger effect; one-dose inhibition, % at 11.5 µM; IC50 in µM for titrated hits; Tyrosine-protein phosphatase non-receptor type 22 (Homo sapiens); 0.054% of 290,000 active;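 further: plate controls were vehicle with enzyme for no effect and no enzyme for full effect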
HIV fusion peptide = inhibitors of HIV fusion peptide binding, primary screen, biochemical, uHTS, fluorescence dequenching (AID 1986); cell-free peptide binding, fluorescence dequenching, 30 min; higher % means a stronger effect; inhibition, % at 20 µM; hits with a dose series show IC50 in µM; 0.3% of 290,000 active; in the data active means inhibition mostly above about 52%, no sharp cut-off; inactive means mostly below about 76%; further: some results filed as inactive read as strong as hits
Siah-1 displacement = Siah-1 peptide-binding antagonists, primary screen, biochemical, fluorescence polarization, rhodamine-plectin, uHTS (AID 1817); Siah-1 / rhodamine-plectin peptide fluorescence polarization; higher % means a stronger effect; 0.02% of 290,000 active; displacement, % at 20 µM, or IC50 in µM where a hit was titrated; E3 ubiquitin-protein ligase SIAH1 (Homo sapiens);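 active means displacement of at least 50% at 20 µM, with a fluorescence ratio check between 0.3 and a set limit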;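 further: plate controls were Siah plus tracer with DMSO for no effect and tracer alone without Siah for full effect; strong numbers were not always called active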
HEK293 NOD2/NF-kB = NOD2 signaling inhibitors, cell-based, luminescence, uHTS, HEK293 (AID 1566); HEK293 NOD2/NF-kB luciferase reporter, luminescence; higher % means a stronger effect; one-dose inhibition, % at 4 µM; EC50 in µM for titrated hits; 0.63% of 290,000 active; further: many of its hits are not listed in these tables
Salmonella PhoP GFP = inhibitors of PhoP regulon expression, primary screen, Salmonella Typhimurium, GFP reporter (AID 1863) | inhibition, % at 50 µM, or IC50 in µM where a hit was titrated | S. Typhimurium PhoP-regulated promoter GFP reporter, 4 h; higher % means a stronger effect | 0.16% of 300,000 active;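 active means inhibition over 29.93%, a cutoff 3 SD above the screen mean, later confirmed by dose response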;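 further: 0% = low Mg2+ inducing control and 100% = high Mg2+ repressing control; strong numbers were not always called active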
Myeloid diff MLP = induction of myeloid progenitor differentiation, primary screen, cell-based, flow cytometry, MLPCN library; ER-HoxA9 myeloid progenitors, lysozyme-GFP differentiation; calls only at 10 µM; 1% of 360,000 active; AID 624256, 2012;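 active means normalized GFP-positive differentiation at or above the plate's own cutoff, the solvent-only control mean plus 3 SD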;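 further: cells exposed to compound for four days before flow analysis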
NOD1 inhibition = NOD1 signaling inhibitors, primary screen, cell-based, luminescence, uHTS (AID 1578) | NOD1-driven NF-kB luciferase reporter cells, luminescence; higher % means a stronger effect | one-dose inhibition, % at 4 µM; EC50 in µM for titrated hits | 1% of 290,000 active; in the data active means inhibition mostly above about 36%, no sharp cut-off; inactive means mostly below about 34%;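 further: HEK-293T reporter cells stimulated with the NOD1 agonist gamma-tri-DAP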
KOR beta-arrestin-2 = KOR agonists, beta-arrestin recruitment, primary screen, cell-based, luminescence, uHTS (AID 1777); activation, % at 10 µM; hits with a dose series show EC50 in µM; Kappa-type opioid receptor (Homo sapiens); KOR beta-arrestin recruitment, luminescence; higher % means a stronger effect; 0.02% of 280,000 active; in the data active means activation above about 50%, passing the limit was not always enough; further: a part of the inactive calls stands beside numbers as strong as those of hits
Myeloid diff MLP GFP+ MAC1+ % = also measured in Myeloid diff MLP; calls as there; GFP+ MAC1+ double positive, %; measured here: differentiation confirmed by MAC1 staining
Active calls of the source: *; i = inactive; · = no result given; & = joins results of further samples; [ ] = another dose, or the depositor's remark. Unless noted, no stated cut-off is given here; in the data, active means inhibition above about 50%; inactive means the rest.

Structure,KOR beta-arrestin-1,LYP phosphatase,HIV fusion peptide,Siah-1 displacement,HEK293 NOD2/NF-kB,Salmonella PhoP GFP,Myeloid diff MLP,Myeloid diff MLP GFP+ MAC1+ %,NOD1 inhibition,KOR beta-arrestin-2
O=C(O)c1ccc(NS(=O)(=O)c2ccc(Cl)c(C(=O)Nc3ccccc3[N+](=O)[O-])c2)cc1,7.5%,-9.4%,0.2%,8.4%,-2.4%,-0.5%,i,0.3,-22.1%,-4.1%
COc1ccccc1C/C(N)=N/OC(=O)c1cccc([N+](=O)[O-])c1C,30.5%,-2.2%,2.9%,5.3%,-24.0%,-8.4%,i,0.1,0.6%,-0.5%
COc1ccc2nc(/N=C\N(C)C)sc2c1,10.3%,-6.8%,1.0%,5.1%,-11.8%,3.7%,i,1.5,6.3%,3.4%
Cc1cc(C)c2nc(SC(C)C#N)cc(C)c2c1 (stereo not given),-18.4%,-4.8%,-1.7%,-6.0%,5.0%,-4.4%,i,0.9,-3.6%,-3.4%
Cc1ccc(S(=O)(=O)N(C)c2ccc(C(=O)N3CCC(C(N)=O)CC3)cc2)cc1,-21.0%,-7.2%,-1.0%,0.9%,10.8%,-0.4%,i,0.8,4.0%,-2.4%
COc1cccc(CNC(=O)C2CCCN(S(=O)(=O)c3cnc[nH]3)C2)c1 (stereo not given),21.8%,-4.0%,-3.3%,3.3%,-1.7%,7.4%,i,2.5,-18.9%,1.8%
CCn1c(=O)cc(SCC(=O)N2CCCCC2)c2ccccc21,-28.3%,2.3%,4.0%,2.1%,8.7%,4.6%,i,4.4,-51.8%,1.5%
O=c1c2ccccc2nc2n1C(CSCc1cccc(C(F)(F)F)c1)CS2 (stereo not given),-22.4%,-4.5%,0.1%,-0.5%,25.5%,3.5%,i,3.4,37.3%,-0.1%
Cc1ccccc1NC(=O)c1ccc2snnc2c1,18.3%,-8.3%,-1.7%,4.3%,-2.1%,3.0%,i,1.2,-11.4%,-3.0%
NC(=O)c1ccccc1NC(=O)CS(=O)(=O)Cc1ccccc1,-63.1%,-11.9%,1.0%,-2.7%,9.3%,-9.2%,i,2.1,16.8%,3.8%
C=CCn1c(SC)nc2sc3c(c2c1=O)CCc1ccccc1-3,10.0%,-1.5%,7.3%,-1.8%,-5.1%,-11.1%,i,0.3,-32.1%,-2.3%
CC(C)CNC(=O)c1cccc(NC(=O)c2ccc3c(c2)C(=O)N(C)C3=O)c1,-15.7%[20 µM],-6.2%,-2.5%,4.9%,-9.3%,-1.8%,i,0.4,21.1%,3.9%
O=C1/C(=C/c2ccco2)CCc2ccccc21,-18.0%,-8.0%,57.7%*,5.2%,-25.0%,8.5%,i,0.7,-17.4%,0.9%
CCOC(=O)c1cc2sc(C)cc2n1C(C)C(=O)OCC (stereo not given),11.3%,4.1%,-0.5%,-1.6%,-9.9%,-3.7%,i,8.2,-20.0%,0.8%
CCC[N+](CC#Cc1ccccc1)(CCC)CC(=O)OC,21.4%,14.2%,-0.6%,10.1%,15.6%,3.0%,i,0.8,-11.8%,2.0%
COc1ccc(Cl)cc1NC(=O)CNC(c1ccccc1)c1ccccc1,6.4%,-2.6%,-0.5%,-2.7%,4.4%,0.5%,i,0.2,2.5%,-1.8%
COc1ccc(CCNC(=S)NCCc2ccc(OC)c(OC)c2)cc1OC,0.6%,-4.4%,-1.5%,-4.6%,28.9%,-4.8%,i,0.5&0.8,7.7%,1.8%
Cc1cn(CCC(=O)Nc2ccccc2N2CCOCC2)c2ccccc12,7.8%,-4.5%,-2.3%,1.5%,-54.8%,-2.4%,i,0.7,-12.1%,8.2%
COCCCn1c(-c2ccco2)nc2ccccc2c1=O,-10.8%,-7.0%,-3.6%,-3.8%,12.3%,3.9%,i,1.1,-23.1%,1.0%
CC(=O)Nc1cccc2c1C(=O)NC2=O,-9.4%,-0.9%,4.4%,-1.9%,13.4%,-2.0%,i,0.0,-22.6%,·
COc1ccc(Oc2ncc(CN3CCN(c4ccccc4)CC3)s2)cc1,5.8%,-0.1%,0.6%,-2.6%,-5.8%,11.7%,i,0.9,9.1%,-5.3%
CCOCCOc1cccc(C(=O)NC(c2ccccc2)c2ccccc2)c1,-1.5%,-5.9%,0.4%,10.6%,3.5%,-1.4%,i,0.3,20.0%,2.7%
Cc1cccc(OCC(O)CN2CCOCC2)c1 (stereo not given),-46.0%[20 µM],-8.2%,-0.9%,4.4%,9.6%,-2.3%,i,1.0,-8.2%,1.6%
O=C(OCc1nnc(-c2ccccc2)o1)c1ccc2c(c1)C(=O)N(CCc1ccccc1)C2=O,-0.5%,-4.8%,0.4%,-0.2%,16.6%,-14.9%,i,0.2,-7.7%,-3.9%
COc1cccc(NC(=O)CCN2C(=O)c3ccccc3Sc3ncccc32)c1,10.9%,-9.0%,1.2%,11.2%,5.5%,-5.1%,i,0.9,-16.3%,-5.3%
Nc1nonc1-n1nnc(C(=O)N/N=C/c2cccnc2)c1-c1ccccc1,-37.7%,-7.0%,0.4%,0.9%,4.0%,-7.3%,i,0.0,-11.7%,-4.3%
CC1(C)C(=O)Nc2ccccc2N1C(=O)COc1cccnc1[N+](=O)[O-],13.4%,-4.2%,-0.7%,3.4%,15.2%,-5.5%,i,1.0,-23.3%,-5.6%
O=C(c1cccs1)N1CCCC1,24.8%,-12.0%,1.8%,3.1%,24.2%,-11.5%,i,0.3,3.4%,-6.5%
CN(/N=C/c1cc(Br)cc(Br)c1O)c1ccccc1,21.9%,-3.3%,5.2%,-3.5%,-30.4%,7.3%,i,0.4,-17.9%,-1.3%
CC(C)Oc1ccc(C(=O)Nc2ncn[nH]2)cc1,2.7%,-1.1%,0.5%,-6.0%,-12.6%,-2.1%,i,2.3,-18.7%,4.2%
CCn1nc(C)c(CNC(=O)CC2C(=O)NCCN2CC(C)C)c1C (stereo not given),15.9%,-2.9%,2.8%,-6.6%,-34.6%,-3.4%,i,0.7,17.2%,-4.1%
CN(CC(=O)Nc1ccc(S(=O)(=O)N2CCCC2)cc1)Cc1ccc(Cl)c(Cl)c1,-22.9%,-1.1%,-0.9%,-1.5%,-7.9%,17.7%,i,0.8,3.1%,17.2%
O=C(Cn1cnc2c(nnn2Cc2ccccc2)c1=O)N1CCCc2ccccc21,42.2%,-1.5%,-2.0%,1.5%,11.2%,5.6%,i,4.4,-39.8%,1.1%
CS(=O)(=O)N1CCN(c2ccc(C(=O)N3CCOCC3)cc2[N+](=O)[O-])CC1,-34.7%[20 µM],-6.6%,-1.0%,17.1%,12.6%,4.1%,i,0.5,-25.6%,-2.5%
Cc1ncc(S(=O)(=O)c2ccccc2)c(-c2ccccc2Cl)n1,30.7%,-2.7%,0.3%,0.1%,-5.6%,8.2%,i,0.8,18.1%,71.1%
COc1cc(OC)cc(C(=O)N[C@H](C(=O)OCC(N)=O)C(C)C)c1,0.5%,-5.6%,-0.5%,12.8%,16.0%,-0.7%,i,0.3,-13.5%,6.1%
CCO[C@H]1OC(C(=O)N2CCN(Cc3ccc4c(c3)OCO4)CC2)=C[C@@H](c2csc3ccccc23)[C@@H]1CCCO,6.9%,-0.6%,1.5%,13.7%,-17.1%,-1.4%,i,1.9,-8.3%,-3.3%
COc1cc(/C=N/NC(=O)c2nonc2N)cc(OC)c1OC,-38.9%,-2.5%,1.3%,1.9%,1.1%,6.4%,i,0.1,-52.9%,4.4%
CSc1ccc(/C=N/n2c(C)nc3ccccc3c2=O)cc1,13.2%,-5.3%,0.4%,3.5%,-0.9%,·,i,0.7,-3.8%,-2.0%
O=C(c1ccc2c(c1)OCO2)N1CCN(c2cccc(C(F)(F)F)c2)CC1,6.2%,-6.6%,-2.0%,8.5%,-28.5%,-0.9%,i,0.9,-19.8%,-2.9%

Complete entries as entered above. Order of values: KOR beta-arrestin-1	LYP phosphatase	HIV fusion peptide	Siah-1 displacement	HEK293 NOD2/NF-kB	Salmonella PhoP GFP	Myeloid diff MLP	Myeloid diff MLP GFP+ MAC1+ %	NOD1 inhibition	KOR beta-arrestin-2
Record of CCn1nc(C)c(CNC(=O)CC2C(=O)NCCN2CC(C)C)c1C (stereo not given) = 15.9%	-2.9%	2.8%	-6.6%	-34.6%	-3.4%	i	0.7	17.2%	-4.1%
Record of CS(=O)(=O)N1CCN(c2ccc(C(=O)N3CCOCC3)cc2[N+](=O)[O-])CC1 = -34.7%[20 µM]	-6.6%	-1.0%	17.1%	12.6%	4.1%	i	0.5	-25.6%	-2.5%

Continuation.
Structure,KOR beta-arrestin-1,LYP phosphatase,HIV fusion peptide,Siah-1 displacement,HEK293 NOD2/NF-kB,Salmonella PhoP GFP,Myeloid diff MLP,Myeloid diff MLP GFP+ MAC1+ %,NOD1 inhibition,KOR beta-arrestin-2
O=C(CCS(=O)(=O)c1ccc(Br)cc1)Nc1ccccc1Cl,27.5%,-6.7%,0.7%,2.4%,6.3%,1.6%,i,0.9,-3.2%,-3.9%
Cc1ccc(N2CCN(CC3CC=CCC3)CC2)cc1 (stereo not given),3.5%,-6.8%,-0.4%,6.5%,-4.6%,16.0%,i,6.8,10.2%,2.5%
COc1ccccc1-c1nnc(NC(=O)C(C)Sc2nncn2C)s1 (stereo not given),21.9%,0.4%,6.4%,3.0%,-3.7%,2.6%,i,0.4,-19.7%,-4.7%
CCN(C#N)c1nc(NC(C)C)nc(NC(C)(C)C)n1,8.5%[20 µM],-3.2%,-0.8%,7.0%,24.0%,·,i,0.4,-17.7%,·
Cc1noc(C)c1C(=O)NCc1cccs1,-8.1%,-4.2%,-0.5%,1.1%,5.8%,7.0%,i,6.3,-22.5%,2.9%
O=C(COC(=O)CNS(=O)(=O)c1ccc2ccccc2c1)Nc1ccc2c(c1)OCO2,7.3%,-11.8%,3.3%,6.3%,7.6%,6.2%,i,0.6,-1.9%,-1.6%
COc1ccc(OC)c(NC(=O)CS(=O)(=O)Cc2ccccc2)c1,-26.5%,-7.4%,-1.0%,-0.1%,-7.1%,·,i,0.9,-28.1%,-2.8%
Cn1ncc(Cl)c1C(=O)Nc1ccc2c(c1)OCO2,-3.2%,-7.8%,-2.0%,-1.6%,3.2%,-2.7%,i,0.6,-35.0%,2.9%
Cn1c(-c2ccccc2)cnc1SCC(=O)N1CCCCC1,15.7%,-3.3%,1.8%,-0.7%,16.2%,-11.8%,i,0.6,32.0%*,-0.3%
O=C(NCCc1ccccc1)c1ccccc1NC(=O)C1CCCO1 (stereo not given),-64.4%[20 µM],-3.1%,-1.7%,-0.1%,-60.0%,5.2%,i,0.2,-22.3%,-1.7%

Screening data deposited in PubChem BioAssay by several laboratories.

This is a subset. The share of hits here may be higher or lower than overall.
